# Bioassay records as filed in PubChem.
# TNF necrop inh = TNF-alpha cell death inhibition in Jurkat FADD-/- cells | activation (protection from cell death), % at 10 µM | Jurkat FADD-/- TNF necroptosis rescue, ATP luminescence, 24 h; 0 = TNF only, 100 = no-TNF cells | 220,000 compounds, 0.068% hits;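 active = activation, meaning protection from cell death, of at least 50% relative to plate controls; inactive = activation below 50%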;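 also: necroptosis triggered by 40 ng/mL TNF-alpha added together with compound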
# FXIIa inh 1536 = blocks human coagulation factor XIIa protease activity; purified FXIIa, Boc-QGR-AMC fluorogenic substrate, 2 h; AID 800; 220,000 compounds, 0.3% hits; inhibition, % at 5 µM; P00748; in the data active = inhibition above about 40%;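 also: 0% = enzyme with no compound and 100% = blank without enzyme; many of its hits are not listed in these tables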
# Target sequence (P00748 20-372 limits assumed): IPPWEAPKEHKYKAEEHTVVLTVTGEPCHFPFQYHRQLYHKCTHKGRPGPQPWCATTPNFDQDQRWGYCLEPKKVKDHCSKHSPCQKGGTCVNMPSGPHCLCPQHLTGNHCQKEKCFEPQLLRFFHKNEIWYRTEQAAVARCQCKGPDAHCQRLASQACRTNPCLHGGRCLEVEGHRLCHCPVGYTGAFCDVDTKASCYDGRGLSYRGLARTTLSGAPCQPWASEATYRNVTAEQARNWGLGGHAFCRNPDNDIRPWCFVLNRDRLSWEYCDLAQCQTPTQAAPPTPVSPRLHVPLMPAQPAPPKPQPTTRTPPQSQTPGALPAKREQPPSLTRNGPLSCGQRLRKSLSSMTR
# Target sequence (P00748 373-615 limits assumed): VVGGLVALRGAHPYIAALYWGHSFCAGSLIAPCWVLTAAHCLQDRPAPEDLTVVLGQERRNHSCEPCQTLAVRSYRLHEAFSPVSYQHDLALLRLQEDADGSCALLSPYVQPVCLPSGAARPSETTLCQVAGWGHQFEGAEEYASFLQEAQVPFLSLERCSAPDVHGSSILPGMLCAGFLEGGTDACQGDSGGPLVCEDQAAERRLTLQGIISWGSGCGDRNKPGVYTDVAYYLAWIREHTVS
# Thrombin inh = thrombin (human) inhibition | P00734 | alpha-thrombin, Boc-VPR-AMC fluorogenic substrate cleavage | inhibition, % at 5 µM | 220,000 compounds, 0.26% hits | AID 1046;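 active = inhibition at or above 40%; inactive = inhibition below 40%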;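 also: 0% = enzyme with no compound and 100% = wells without enzyme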
#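 System – human alpha-thrombin · Medium – pH 7.5 Tris (50 mM) with NaCl 150 mM, Tween 20 0.05% · Compound – single-point dosing at 5 µM, 0.2% DMSO · Incubation – enzyme reaction carried out at room temperature · Technique – fluorescence of released AMC, ex 355 nm, em 460 nm · Read-out basis – % inhibition of thrombin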
# KLK5 inh = kallikrein 5 (human) inhibition; 210,000 compounds, 0.59% hits; Q9Y337; recombinant hK5, fluorogenic AMC substrate cleavage; AID 873; inhibition, % at 5 µM;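 active = inhibition of 40% or more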;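 also: 0% = enzyme controls without compound and 100% = no-enzyme blanks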
# KCC2 mod = modulators of human KCC2 chloride dependent transport; B-score of Tl+ flux slope (higher = more flux/activation; lower = inhibition) at 10 µM; AID 1456; 190,000 compounds, 2.2% hits; Q9H2X9; KCC2 cells, thallium flux FluoZin-2 fluorescence;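 active = thallium flux slope and its plate-corrected score both differing from the plate sample mean at a set confidence after two filtering rounds, in either direction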;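 also: slope of fluorescence scaled to starting intensity during 10 to 20 s after thallium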
# Rad51 HR inh = Rad51 (human) homologous recombination inhibition | Q06609 | hRad51 DNA strand exchange, fluorescence dequenching | inhibition, % at 10 µM | 200,000 compounds, 0.085% hits;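 active = inhibition above 40% at the single screening dose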;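 also: 0% = DMSO control wells and 100% = blanks with heterologous ssDNA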
# Target sequence (Q06609 whole entry, looked up): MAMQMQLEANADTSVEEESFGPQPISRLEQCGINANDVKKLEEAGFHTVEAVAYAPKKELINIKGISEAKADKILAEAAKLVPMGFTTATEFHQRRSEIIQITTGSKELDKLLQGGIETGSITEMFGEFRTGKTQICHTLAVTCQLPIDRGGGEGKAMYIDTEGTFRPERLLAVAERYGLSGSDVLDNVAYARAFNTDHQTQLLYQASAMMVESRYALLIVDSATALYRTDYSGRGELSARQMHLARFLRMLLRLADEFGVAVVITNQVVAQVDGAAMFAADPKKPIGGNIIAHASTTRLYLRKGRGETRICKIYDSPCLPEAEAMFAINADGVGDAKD
#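 material = hRad51 filaments on single-stranded DNA | timing = filaments 15 min 37 °C, then compound 30 min | signal = FRET fluorescence dequenching, excitation 485 nm, emission 520 nm | benchmarks = control wells and blank wells on each plate | evaluation = percent inhibition relative to plate controls and blanks | compound = 10 µM final, single point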
# Hck Nef HTS = inhibitors of human Hck kinase activated by Nef. P08631. Recombinant Hck-YEEI plus Nef, Z-Lyte FRET kinase assay. 220,000 compounds, 0.68% hits. inhibition, % at 20 µM;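 active = Hck-Nef kinase inhibition above about 50%, limit read from the data; inactive = inhibition below that limit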;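 also: 0% = DMSO with Hck plus Nef and 100% = Hck alone without Nef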
# FXIa inh 1536 = inhibitors of human coagulation factor XIa; 220,000 compounds, 0.14% hits; purified FXIa, Boc-Glu-Ala-Arg-AMC fluorogenic substrate; inhibition, % at 5 µM; AID 798;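 active = inhibition of at least 40%; inactive = inhibition below 40%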;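 also: fluorescence of freed AMC excited at 355 nm; 0% = enzyme without compound and 100% = no enzyme blank; many of its hits are not listed in these tables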
# L929 necroptosis = L929 zVAD cell death inhibition. L929 zVAD necroptosis rescue, ATP luminescence, 24 h; with zVAD 60 µM. viability rescue, % at 10 µM. 220,000 compounds, 0.38% hits. AID 1377;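 active = activation, scaled between plate controls, above about 75%, limit read from the data; inactive = activation under that limit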;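 also: 0% = zVAD with DMSO and 100% = DMSO alone without zVAD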
# The depositor's hits bear a star; x = not tested or not shown. A portion of the library; rates above refer to the full screens.
no.	compound	TNF necrop inh	FXIIa inh 1536	Thrombin inh	KLK5 inh	KCC2 mod	Rad51 HR inh	Hck Nef HTS	FXIa inh 1536	L929 necroptosis
1	O=C(CNS(=O)(=O)c1ccccc1)Nc1ccc2c(c1)OCO2	2.0	-8	-13	-6	-0.33	-1	21	-4	1.0
2	CCOC(=O)N1CCC(NC(=O)C2CCN(S(=O)(=O)N3CCC(C)CC3)CC2)CC1	-1.5	-3	-5	1	x	2	-1	-10	1.0
3	Cc1cc(C)c(-c2csc(NC(=O)c3n[nH]c(=O)c4ccccc34)n2)c(C)c1	-3.0	9	-4	-7	0.85	-10	4	7	-0.3
4	N#CNC(=Nc1cccc(F)c1)SCc1cccc(F)c1	-0.9	9	-6	-7	-0.46	5	0	7	2.6
5	COc1ccc(NC(=O)/C(C#N)=C/C=C/c2ccco2)cc1	-4.3	8	-1	0	-0.21	x	3	4	1.4
6	Cc1cc(C)nc(N2CCCC(C(=O)Nc3ccc4nc(C)c(C)nc4c3)C2)n1 (stereo not drawn)	2.5	-6	-1	3	-0.17	4	1	-7	1.5
7	COCCN1C(=O)c2ccccc2C(C(=O)N2CCN(c3ccccn3)CC2)C1c1ccc(F)cc1 (stereo not drawn)	-1.9	14	4	-16	-0.53	-2	0	10	-0.5
8	CC(C)Cn1c(SCc2nc3ccccc3c(=O)[nH]2)nc2ccccc2c1=O	-1.7	15	1	-14	0.35	3	10	1	0.0
9	O=C(CSc1nnc(-c2cccnc2)n1C1CCCCC1)NC1CCCCC1	-0.8	-2	0	-11	-0.46	-6	7	2	-0.8
10	S=c1[nH]nc(-c2ccc(Cl)cc2)n1CC1CCCO1 (stereo not drawn)	-1.4	11	-4	-1	-0.51	0	-3	-2	0.2
11	Nc1c(C(=O)NCc2ccccc2)c2nc3ccccc3nc2n1-c1ccc2c(c1)OCO2	-9.5	1	-7	-45	-0.043	-3	27	-3	7.0
12	CN(C)CCCNc1nc(-c2ccccc2)nc2ccccc12	3.1	7	-6	-2	x	7	-6	0	1.2
13	NC(=O)c1c(NC(=O)CN2CCCC2)sc2c1CCCC2	0.5	13	2	9	-0.049	-1	1	-2	0.8
14	Cc1noc(C)c1S(=O)(=O)N1CCC(C(=O)N2CCN(c3ccccc3Cl)CC2)CC1	-3.7	15	1	0	-0.71	0	-1	-3	1.2
15	CCN(CC)S(=O)(=O)c1ccc(-c2nnc(SCC(=O)Nc3ccc4c(c3)OCO4)o2)cc1	1.6	19	4	-23	-0.14	2	3	6	0.3
16	Cc1ccc2c(c1)C(=O)C(=O)N2CCOc1ccccc1	-9.0	11	-5	1	x	1	27	2	-2.7
17	O=c1cc(N2CCc3ccccc3C2)[nH]c(=O)n1-c1ccccc1Cl	1.0	3	-7	4	x	-1	1	-5	6.3
18	CCN(CCn1cccn1)C(=O)CC1C(=O)NCCN1CC1CCCCC1 (stereo not drawn)	-0.1	10	2	2	-2	-26	11	2	0.7
19	O=C(Cn1nnc2ccccc2c1=O)NCCc1ccc(Cl)cc1Cl	1.3	16	-6	-8	0.073	-1	2	6	0.4
20	CCCn1c2ccccc2c2nnc(SCC(=O)Nc3cc(C)on3)nc21	2.0	15	4	-18	x	5	0	-4	-0.1
21	Nc1c2c(nc3ccccc13)CCC2	3.1	8	2	9	-1.4	-9	9	4	-0.1
22	COc1ccc(-c2nc3nc(SC)nn3cc2C)cc1F	1.9	-3	1	-19	-0.24	12	-1	-5	1.6
23	CCOC(=O)CSc1nc2c(c(=O)n(Cc3ccccc3Cl)c(=O)n2C)n1C	-1.2	28	2	-23	-1.3	6	4	16	0.3
24	COc1cc(NC(=O)Cc2ccccc2)ccc1NC(=O)c1ccco1	2.1	7	14	-9	-0.5	-3	3	8	0.8
25	CC(C)(C)c1ccc(NC(=S)NCc2cccs2)cc1	-14	7	3	8	-0.11	0	4	3	-0.5
26	CCOC(=O)N1CCN(C(=O)Nc2cccc3ccccc23)CC1	0.5	12	-6	5	0.38	-5	22	0	10
27	CCOc1ccc(NC(=O)CC2C(=O)N(c3cccc(OC)c3)C(=O)N2C(C)C)cc1 (stereo not drawn)	0.3	6	2	1	0.46	5	11	2	0.8
28	COc1ccccc1N1CCN(C(=O)CCCn2nc(C)c([N+](=O)[O-])c2C)CC1	0.4	4	-4	8	-1.2	-2	19	-6	0.4
29	O=C1CC(N2CCN(c3nc4ccccc4s3)CC2)C(=O)N1Cc1cccs1 (stereo not drawn)	-3.3	4	-6	-8	-0.0048	1	0	1	0.0
30	Nc1ccc(C(=O)O)cc1S(=O)(=O)O	-2.2	11	0	1	x	-4	11	3	-0.4
31	CCOc1cc(NC(=S)NCCCN2CCOCC2)c(OCC)cc1NC(=O)c1ccc(OC)cc1	2.9	10	-14	-4	0.17	-5	17	-6	-1.7
32	COc1cc(C(=O)NCCC(=O)NCCCN2CCCCC2C)cc(OC)c1OC (stereo not drawn)	-0.3	5	0	-1	0.99	-7	0	-1	-0.1
33	O=C(CSc1nnnn1-c1cccc(F)c1)Nc1nc2ccccc2s1	2.4	9	0	-10	-0.015	-2	12	-3	0.7
34	Cc1cc(=O)n2c3ccccc3n(CC(O)CN3CCC(C)CC3)c2c1C#N (stereo not drawn)	1.5	0	-13	-6	-2.1	-1	0	2	1.3
35	COc1ccccc1CNC(=O)c1c(O)c2cc(OC)c(OC)cc2[nH]c1=O	1.6	3	-2	4	x	5	5	-8	0.4
36	COc1ccc(CN2CCN(CCCc3ccccc3)CC2)c(OC)c1	1.5	14	10	0	-1.4	-3	-23	5	-0.6
37	Cc1ccc(Cn2cccc2/C=N/NC(=S)Nc2ccc(C)cc2)cc1	-0.5	14	0	-2	0.9	-2	-20	2	-0.4
38	O=C(CSc1nnc(-c2ccccc2)n1-c1ccc(Cl)cc1)N/N=C/c1ccco1	-0.6	8	-2	5	-0.9	-9	3	1	-0.6
39	COc1ccc(C2=NOC(CNC(N)=S)C2)cc1 (stereo not drawn)	2.1	12	-7	2	1.1	-27	18	0	4.6
40	COc1ccc2cc(CN(CC3COCCO3)S(=O)(=O)c3ccc(Cl)cc3)c(=O)[nH]c2c1 (stereo not drawn)	-3.7	11	-1	26	-0.35	-4	2	1	0.1
41	O=C(COC(=O)C12CC3CC(CC(O)(C3)C1)C2)NC(=O)NCc1ccco1	0.3	20	2	-17	x	-5	7	7	7.6
42	CC(=O)NC1CC(C)(C)N(OC(C)=O)C(C)(C)C1	-0.5	-1	-9	-9	-0.14	0	15	-8	-0.4
43	CCn1c(-c2ccc(F)cc2)n[nH]c1=S	-0.6	8	3	-14	1.2	-4	1	-5	-0.2
44	O=S(=O)(c1ccc2ccccc2c1)N1CCN(C2Cc3ccccc3C2)CC1	0.8	1	4	-5	0.43	-11	1	-16	1.1
45	CC(=O)c1ccc(NC(=O)CSc2nc3nc(C)cc(C)n3n2)cc1	0.3	9	-2	-4	0.64	4	20	9	0.7
46	COc1ccccc1NC(=O)CSc1nc(N)c(C#N)cc1C#N	0.7	3	x	6	1.7	-43	8	0	0.4
47	COc1ccc(/C=N/NC(=O)c2ccc(N(C)S(=O)(=O)c3ccccc3)cc2)c(OC)c1	-1.5	6	-28	-1	-1.8	4	17	-6	3.2
48	COc1ccccc1CN1CCNC(=O)C1CC(=O)N(C)Cc1cnccn1 (stereo not drawn)	-0.1	49*	22	42*	0.24	-5	27	32	-0.4
49	O=c1c2cccnc2[nH]c(=S)n1CCCN1CCN(c2ccccc2F)CC1	-3.0	10	-5	-34	20*	x	0	-1	-0.6
50	Cc1cc(Cl)ccc1OCc1n[nH]c(=S)n1C1CCCCC1	-1.1	14	-3	2	16*	-2	-1	3	-0.1
51	Cc1nnc(SCC(=O)Nc2nnc(SCc3cccc(Br)c3)s2)s1	1.4	19	-14	-14	1.8	-15	3	17	0.8
52	COc1ccc(OC)c2c1sc(=NC(=O)c1cccc(N3C(=O)CCC3=O)c1)n2C	-5.3	13	1	6	1.7	6	2	2	0.1
53	CN(C)C(=S)Nc1ccc2ccccc2c1	-0.1	9	-13	-6	-0.12	4	1	8	0.6
54	O=C(OCC(O)C(O)COC(=O)c1ccccc1)c1ccccc1 (stereo not drawn)	0.6	1	-15	-11	-0.99	9	3	-10	-0.2
55	C=CCn1c(SCC(=O)N(C)C2CCS(=O)(=O)C2)nnc1-c1ccncc1 (stereo not drawn)	-1.8	14	0	-4	1.3	x	0	5	0.2
56	CC(C)(C)CC(=O)N1CCC(c2nc3c(nnn3Cc3c(F)cccc3Cl)c(=O)[nH]2)CC1	-4.7	11	4	15	-1.1	2	3	1	-0.4
57	O=C(NCC(=O)N(Cc1cccs1)C(C(=O)NC1CCCCC1)c1cccnc1)c1ccco1 (stereo not drawn)	-1.4	12	4	-1	0.044	2	9	7	-0.1
58	CCOC(=O)C1C(=O)OC2(CCCC2)C1C(=O)OCC (stereo not drawn)	-2.2	-5	-3	-14	-0.33	5	4	-12	1.1
59	C/C(=N\NC(=S)NC(C)C)c1ccc(-n2ccnc2)cc1	-0.1	5	6	4	x	5	0	-3	1.0
60	COc1cc(CC(=O)O)ccc1OCc1ccccc1	-1.6	9	5	-3	1.1	-4	2	1	-0.5

# Records listed above printed as active in KCC2 mod.
No. | Compound | FXIIa inh 1536 | Thrombin inh | KLK5 inh | KCC2 mod | Rad51 HR inh | Hck Nef HTS | FXIa inh 1536
49 | O=c1c2cccnc2[nH]c(=S)n1CCCN1CCN(c2ccccc2F)CC1 | 10 | -5 | -34 | 20* | x | 0 | -1
50 | Cc1cc(Cl)ccc1OCc1n[nH]c(=S)n1C1CCCCC1 | 14 | -3 | 2 | 16* | -2 | -1 | 3

# The results go on.
no.	compound	TNF necrop inh	FXIIa inh 1536	Thrombin inh	KLK5 inh	KCC2 mod	Rad51 HR inh	Hck Nef HTS	FXIa inh 1536	L929 necroptosis
61	CCc1cc2c(NCCC(=O)O)nc(C)nc2s1	-0.4	12	0	2	-0.51	-4	2	0	0.1
62	CCCn1c(C)cc(C(=O)COC(=O)c2ccc[nH]c2=O)c1C	1.5	4	-8	1	-0.25	-14	2	-13	0.6
63	O=C(O)c1ccc(-n2ccnc2)c([N+](=O)[O-])c1	1.5	-3	-7	-16	0.062	1	8	-4	-0.1
64	O=C(CCCCCN1C(=O)c2cccc3cccc(c23)C1=O)NCCO	0.2	10	3	-24	0.12	12	14	2	5.0
65	O=C(NC(Cc1c[nH]c2ccccc12)C(=O)N/N=C/c1cccnc1)c1cccs1 (stereo not drawn)	1.8	5	0	-6	0.11	7	-7	3	0.2
66	O=C1/C(=C\c2ccco2)SC(=S)N1c1ccccc1	0.5	-1	-18	-10	0.13	-12	2	-6	0.6
67	COc1cccc(OC)c1C(=O)NNC(=O)c1ccccc1-n1cccc1	-0.3	9	-11	9	-0.022	14	22	3	0.1
68	O=[N+]([O-])c1ccc(Nc2ccccc2)nc1	90*	15	2	-1	-0.32	10	4	11	24
69	C(=N\N1CCN(C2c3ccccc3-c3ccccc32)CC1)/c1cccs1	-0.1	12	1	2	2	0	0	6	0.2
70	O=C(Nc1cccc(C(=O)O)c1)/C(=C/c1ccc([N+](=O)[O-])cc1)NC(=O)c1ccccc1	0.3	4	-6	6	0.59	5	20	-2	34
